Assay outcomes: PubChem BioAssay, Southern Research Specialized Biocontainment Screening Center
influenza NS1A: H1N1 influenza NS1A inhibitors, functional cell based assay (AID 504329); NS1A functional cell-based assay, percent inhibition; higher % means a stronger effect; inhibition, % at 12.5 µM; hits with a dose series show IC50 in µM; 0.3% of 340,000 active; in the data active means a potency from the dose series; inconclusive means inhibition above about 27% without an active follow-up result; further: strong numbers were not always called active
tuberculosis growth: growth inhibition of non-replicating M. tuberculosis (AID 488890); inhibition, % at 25 µM, or IC50 in µM where a hit was titrated; 0.39% of 320,000 active; Mycobacterium tuberculosis non-replicating, growth inhibition; higher % means a stronger effect; in the data active means a potency from the dose series; inconclusive means inhibition mostly from about 82% at the one dose, without a potency; inactive means the rest, 99 in 100 with inhibition below about 76%;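 further: plate controls were DMSO cells for no effect and high antibiotic wells for full effect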
H37Rv inhibition: M. tuberculosis growth inhibition, HTS (AID 449762); 0.59% of 330,000 active; inhibition, % at 25 µM, or IC50 in µM where a hit was titrated; M. tuberculosis H37Rv growth inhibition, 7H9 media; higher % means a stronger effect; in the data active means a potency from the dose series; inconclusive means inhibition above about 70% without an active follow-up result;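 further: bacterial growth assessed after seven days of incubation; strong numbers were not always called active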
Salmonella PhoP GFP: PhoP regulon inhibitors, Salmonella typhi PhoP promoter GFP reporter, confirmatory (AID 1850); Salmonella Typhi PhoP-promoter GFP reporter, fluorescence, 4 h; higher % means a stronger effect; one-dose inhibition, % at 50 µM; IC50 in µM for titrated hits; 0.33% of 310,000 active; in the data active means a potency from the dose series; inconclusive means inhibition mostly from about 25% at the one dose, without a potency; inactive means the rest, 99 in 100 with inhibition below about 19%;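 further: 0% = induced wells with vehicle and 100% = uninduced wells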
inhibitors of VEEV: inhibitors of VEEV TC-83 cytopathic effect, confirmation, Vero cells (AID 588727); 0.13% of 350,000 active; inhibition, % at 20 µM; hits with a dose series show IC50 in µM; Vero cells, VEEV TC-83 cytopathic effect inhibition; higher % means a stronger effect; in the data active means a potency from the dose series; inconclusive means inhibition mostly from about 14% at the one dose, without a potency; inactive means the rest, 99 in 100 with inhibition below about 12%; further: strong numbers were not always called active
inhibitors of VEEV 10K pilot screen: further read-out of inhibitors of VEEV, marked with its call; inhibition, %; measured here: 10K pilot screen inhibition
* hit, by the source's call; i = inactive; ? = inconclusive; . = not tested or not shown. Outcome played no part in choosing rows; any-hit rate near 1.5%.

SMILES	influenza NS1A	tuberculosis growth	H37Rv inhibition	Salmonella PhoP GFP	inhibitors of VEEV	others
CCn1c(COc2c(C)cccc2C)nnc1SCC(=O)N1CCN(c2ccccc2)CC1	-29%	?	6%	-1%	13%
Cc1cc(C)nc(N2CCCC(C(=O)NCc3cccc(C(F)(F)F)c3)C2)n1 (stereo not given)	18%	7%	6%	-4%	3.9%
CS(=O)(=O)c1ccc(Cl)c(NC(=O)COC(=O)c2c(Cl)cccc2Cl)c1	-7%	2%	5%	1%	6.7%
O=C(Oc1ccc(N2C(=O)CCC2=O)cc1)c1ccccc1	2%	3%	-5%	16%	0.6%
CCOC(=O)CCCNC(=O)COC(=O)/C=C/c1ccc2c(c1)OCO2	-10%	25%	13%	2%	1.2%
CCOC(=O)c1ccc(NC(=O)CCN2C(=O)C3CC=CCC3C2=O)cc1 (stereo not given)	-3%	.	.	.	0.4%
COc1ccc2nc(C3CCCCC3)c3c(c2c1)CCC3	-1%	22%	29%	-7%	i
Cc1nc(SCC(=O)N(C)Cc2ccco2)c2c(C)c(C)sc2n1	6%	27%	-4%	6%	5.9%
Cc1cccc2sc(N(CCCN(C)C)C(=O)CCc3ccccc3)nc12	10%	?	?	11%	11%
O=C(COC(=O)c1ccc(F)c(S(=O)(=O)N2CCOCC2)c1)NCc1ccc2c(c1)OCO2	1%	0%	-5%	.	8.0%
O=C(O)CSCC(=O)N(Cc1ccccc1)c1nc(-c2ccccc2)c(-c2ccccc2)s1	-7%	-4%	8%	2%	0.8%
Nn1c(SCc2c(F)cccc2F)nnc1-c1ccccn1	-21%	0%	7%	-1%	2.0%
CCc1nc2ccc(C(=O)N(C)CC(=O)Nc3cccc(F)c3)cc2nc1CC	-12%	8%	-12%	.	9.5%
CC1=NC(C#N)=C(C#N)NC(C)(C)C1	7%	-9%	3%	6%	0.4%
Cc1cc2c(cc1C)CSC(c1ccccc1OC(=O)C(C)(C)C)SC2	-2%	14%	2%	5%	3.2%
Nc1ccc(C2CCCc3nonc32)c2nonc12 (stereo not given)	-5%	1%	-17%	-12%	1.9%
CN(C)C(=O)C#Cc1ccccc1	0%	0%	4%	13%	i
CCOc1ccc(NC(=O)CN(C)CC(=O)Nc2cc(Cl)ccc2C#N)cc1OCC	20%	-4%	7%	8%	4.2%	inhibitors of VEEV 10K pilot screen=4.0
COC1C/C(=N\O)C2OC(c3ccccc3)OCC2O1 (stereo not given)	2%	-10%	-3%	-3%	i
CCOC(=O)c1c(NC(=O)Cn2c(C)nc3ccccc32)sc2c1CCC2	0%	0%	-7%	3%	3.8%
Cc1nc(N/C(N)=N/S(=O)(=O)c2ccc([N+](=O)[O-])cc2)nc2ccccc12	21%	49%	?	-5%	i
CCN(CC)CCN(Cc1cc2cc3c(cc2[nH]c1=O)OCCO3)C(=S)NC	-14%	13%	7%	-11%	i
Cc1ccc(S(=O)(=O)NCC(=O)N2CCC(C)CC2)cc1	-6%	.	-6%	7%	0.2%
CCCSc1ccc([C@H]2N[C@@](Cc3ccccc3)(C(=O)OC)[C@H]3C(=O)N(CC)C(=O)[C@@H]23)cc1	-1%	1%	-4%	0%	i	inhibitors of VEEV 10K pilot screen=0.6
COc1cnc(-c2ccccc2)c(-c2ccccc2)n1	9%	-2%	11%	4%	i
CC(OC(=O)/C=C/c1ccco1)C(=O)NC1CCCCC1C (stereo not given)	-3%	16%	-4%	.	0.3%
COc1cc(NC(=O)c2cccs2)c(OC)cc1NC(=O)CCC(=O)Nc1ccc2ncccc2c1	1%	.	.	.	7.5%
COc1ccc(C2=COc3ccccc3C(=O)N2)cc1	9%	73%	3%	12%	3.1%
CCN1CCN(C(=O)CN(CC)S(=O)(=O)c2ccc(Cl)cc2)CC1	0%	1%	1%	-5%	2.5%
COc1cc(C(c2c(C)[nH][nH]c2=O)c2c(C)[nH][nH]c2=O)ccc1OCc1ccc([N+](=O)[O-])cc1	11%	28%	-1%	15%	i	inhibitors of VEEV 10K pilot screen=2.2
CCc1ccc(NC(=O)Cn2nc(C)c([N+](=O)[O-])c2C)cc1	-10%	29%	1%	-8%	0.9%
CCC(=NCCc1c[nH]c2ccccc12)c1c(O)n(C)c(=O)n(C)c1=O	3%	21%	4%	-4%	i
CC1(C(=O)O)COC(c2ccc([N+](=O)[O-])cc2)OC1 (stereo not given)	3%	-9%	-5%	2%	4.6%
CC(=O)NN1C(=O)/C(=C\c2ccc(O)cc2)SC1=S	8%	2%	0%	5%	0.8%
O=C(NCCCN1CCOCC1)c1cc(-c2ccco2)nc2ccccc12	-9%	-4%	-3%	.	8.3%
C=CCN1c2ccccc2[C@]23C[C@@H](C(=O)OC)N(C(C)=O)C2=NC(C(=O)OC)=C(C(=O)OC)[C@H]13	9%	0%	9%	8%	0.4%

Random excerpt: 2 entries already listed.
SMILES	influenza NS1A	tuberculosis growth	H37Rv inhibition	Salmonella PhoP GFP	inhibitors of VEEV	others
COC1C/C(=N\O)C2OC(c3ccccc3)OCC2O1 (stereo not given)	2%	-10%	-3%	-3%	i
CCn1c(COc2c(C)cccc2C)nnc1SCC(=O)N1CCN(c2ccccc2)CC1	-29%	?	6%	-1%	13%

Carrying on.
SMILES	influenza NS1A	tuberculosis growth	H37Rv inhibition	Salmonella PhoP GFP	inhibitors of VEEV	others
CCN(CC(=O)Nc1ccc(C)c(F)c1)CC(=O)NC(C)C	-11%	-12%	-2%	-5%	1.4%
CN1C(=O)CC(c2ccccc2)C1=O (stereo not given)	1%	?	99%	-5%	0.2%
Cc1ccc(NC(=O)CSCC(=O)N(C)Cc2ccc(Cl)c(Cl)c2)cc1	-11%	?	-6%	.	i
Cc1ccc(CN2CCN(/N=C/c3ccc(N(C)C)cc3)CC2)cc1	.	-4%	0%	-3%	i
CCCCCSc1cc(OC)c(CCN)cc1OC	15%	37%	-2%	16%	4.2%
COc1ccc(C2c3ccsc3CCN2C(=O)C(C)(C)C)cc1 (stereo not given)	-4%	12%	-4%	-1%	i
CCN(CC)S(=O)(=O)c1ccc2[nH]c(=O)cc(C(=O)Nc3ccccc3N3CCOCC3)c2c1	-13%	15%	7%	.	7.8%
CC1=NC2(CCCc3c2no[n+]3[O-])N(O)C1(C)C (stereo not given)	-11%	17%	-2%	-14%	i
Cc1cc2nc3n(c2cc1C)CC1CC(C(=O)NCC2CC2)N(C)C31 (stereo not given)	-4%	-2%	-4%	-8%	i
CCCc1cc(=O)n2[nH]c(NCc3ccc(Cl)cc3Cl)nc2n1	-3%	74%	-8%	8%	5.1%
O=C(Nc1cccc(C(=O)N2CCN(c3ccccc3)CC2)c1)c1ccco1	23%	3%	-6%	-2%	7.6%
CC(C)(C)NC(=O)C(c1ccncc1)N(C(=O)CNC(=O)c1ccco1)c1ccc2c(c1)OCO2 (stereo not given)	2%	9%	6%	5%	4.1%
Cc1cccc(-n2c(O)c(C=NCc3cccnc3)c(=O)[nH]c2=O)c1C	18%	0%	-6%	3%	0.4%
NC(=O)C1CCN(C(=O)CC2(CC(=O)O)CCCCC2)CC1	-17%	-15%	-2%	2%	0.4%
O=C(CSc1cccc[n+]1[O-])NN(c1ccccc1)c1ccccc1	0%	-1%	-7%	-2%	i
CSc1ccc(NC(=O)CC(C)=O)cc1	-1%	10%	63%	4%	0.3%
Cc1c(NS(=O)(=O)c2ccccc2)c(=O)n(-c2ccccc2)n1C	2%	-7%	3%	-2%	0.8%
COc1cccc(COC(=O)C2CCN(S(=O)(=O)c3ccc(F)cc3)CC2)c1OC	-6%	.	.	.	2.6%
Cc1cccc2nc(=S)n(C(=O)c3ccco3)n12	-1%	-13%	1%	-3%	i
O=C(CSc1n[nH]c(=O)n1C1CC1)Nc1ccc(Cl)cc1Cl	-2%	9%	-4%	.	4.2%
Cc1cccc(N2CCN(C(=O)CCN3C(=O)C4C5C=CC(C5)C4C3=O)CC2C)c1 (stereo not given)	2%	-22%	0%	-7%	0.3%
Clc1ccc(-c2csc(N3CCSCC3)n2)cc1	-5%	11%	0%	-3%	i
CC(NC(=O)C(=O)NCc1cccs1)c1ccccc1 (stereo not given)	-6%	6%	3%	-4%	1.1%
COc1ccccc1-c1ccc(SCc2ccccc2)nn1	-2%	63%	7%	-3%	1.7%
O=S(=O)(NCCN1CCOCC1)c1cc(Cl)c(Cl)cc1Cl	-3%	3%	16%	-5%	0.1%
N#CC1=C(N)OC2=C(CCc3ccccc32)C1c1ccccc1 (stereo not given)	2%	19%	-1%	4%	>25µM*
CC(C)(C)c1ccc(C(=O)c2c[nH]c(C(=O)NCc3cccnc3)c2)cc1	-2%	15%	-5%	-3%	2.3%
Brc1ccc(CSc2ncnc3nc[nH]c23)cc1	-5%	.	8%	15%	6.3%
CC(=O)Nc1cccc(NC(C)=O)n1	-8%	12%	-1%	-6%	2.5%
Cc1ccc(-c2cn(CCN)c(-c3ccc(Cl)nc3)n2)cc1	1%	9%	-2%	-1%	0.1%
C=CCc1c(C)nc2cc(-c3ccc(C)cc3)[nH]n2c1=O	-1%	2%	4%	-5%	5.2%
CCN1CCN(c2cc(C)c3cc(NC(=O)c4cnccn4)ccc3n2)CC1	-1%	.	-3%	-2%	0.5%
Cc1ccc(C)c(CN2C(=O)C(C)Oc3ccc(C)cc32)c1 (stereo not given)	1%	-1%	-3%	-1%	0.6%
Cc1ccc(NC(=O)COC(=O)C2CCC2)cc1S(=O)(=O)N1CCCCC1	2%	-8%	1%	-8%	1.7%
CC(O)CNC12CC3CC(CC(C3)C1)C2 (stereo not given)	-4%	5%	-7%	-3%	0.8%
CCOc1ccc(N2C(=O)Cc3ccccc3C2=O)cc1	14%	4%	?	3%	0.8%
Cc1ccc(-n2ncc(Cl)c2C(=O)NCc2ccccc2)cc1	1%	47%	9%	-3%	1.3%
COc1ccc(NC(=O)C(=O)NCCC2=CCCCC2)c(OC)c1	-5%	11%	0%	-5%	i
NC(=O)C1CCCN(C(=O)c2ccc3nc(Cc4cccc(Cl)c4)oc3c2)C1 (stereo not given)	-8%	0%	0%	-2%	7.0%
N=C1/C(=C/c2ccc(-c3cccc(C(=O)O)c3)o2)C(=O)N=C2SC=C(c3ccccc3)N12	17%	0%	5%	-2%	7.5%
Cc1ccc(C(=O)NC(C)c2ccc(-n3ccnc3)cc2)cc1S(=O)(=O)N1CCOCC1 (stereo not given)	3%	60%	0%	-8%	7.3%
CCO[C@@H]1OC(C(=O)Nc2ccccc2)=C[C@H](c2ccc(Br)cc2)[C@H]1CCCO	-2%	10%	10%	4%	2.1%
Cc1ccc(-c2nnn(CCOc3cccc(Br)c3)n2)cc1	-6%	15%	-3%	-3%	1.3%
c1ccc(C[C@H]2CN=C(Nc3ccccc3)N2CCC2CCCC2)cc1	5%	?	30%	11%	i	inhibitors of VEEV 10K pilot screen=0.4
CCOC(=O)C(C)Oc1cccc2c(=O)n(CC(=O)NCc3ccc(F)cc3)ccc12 (stereo not given)	-3%	-3%	-5%	-15%	?
O=C(NCCCN1CCOCC1)c1ccc2c(=O)n(Cc3ccc(Cl)cc3)c(=S)[nH]c2c1	4%	64%	1%	-7%	3.3%
CC(=O)c1ccc(NC(=O)C(C)OC(=O)c2cccc(-n3cnnn3)c2)cc1 (stereo not given)	-2%	4%	-2%	-7%	1.9%
COC(=O)c1nnn(CC(=O)Nc2cccc(Cl)c2)c1C(=O)OC	3%	-6%	-6%	-13%	0.7%
O=C(CCc1ccccc1)NC(=S)Nc1cc(C(F)(F)F)ccc1N1CCOCC1	5%	49%	1%	-7%	i
COc1ccc(N(C(C)C(=O)NN=C2CCCCCCC2)S(C)(=O)=O)cc1 (stereo not given)	1%	2%	2%	-9%	0.7%
Cc1ccc(NCC(=O)N/N=C\c2ccc[nH]2)cc1	.	-16%	-6%	2%	0.9%
Cc1cc(C=O)c(C)n1-c1ccc(Cl)c(C(=O)O)c1	.	21%	2%	-8%	0.6%

Ordered by molecular weight (ascending): some entries from above.
SMILES	influenza NS1A	tuberculosis growth	H37Rv inhibition	Salmonella PhoP GFP	inhibitors of VEEV	others
Cc1ccc(NCC(=O)N/N=C\c2ccc[nH]2)cc1	.	-16%	-6%	2%	0.9%
Cc1cc(C=O)c(C)n1-c1ccc(Cl)c(C(=O)O)c1	.	21%	2%	-8%	0.6%
COC(=O)c1nnn(CC(=O)Nc2cccc(Cl)c2)c1C(=O)OC	3%	-6%	-6%	-13%	0.7%
CC(=O)c1ccc(NC(=O)C(C)OC(=O)c2cccc(-n3cnnn3)c2)cc1 (stereo not given)	-2%	4%	-2%	-7%	1.9%
O=C(CCc1ccccc1)NC(=S)Nc1cc(C(F)(F)F)ccc1N1CCOCC1	5%	49%	1%	-7%	i
O=C(NCCCN1CCOCC1)c1ccc2c(=O)n(Cc3ccc(Cl)cc3)c(=S)[nH]c2c1	4%	64%	1%	-7%	3.3%
